Scp1 inh: Scp-1 phosphatase inhibitors, primary screen, biochemical, colorimetric, uHTS; Carboxy-terminal domain RNA polymerase II polypeptide A small phosphatase 1 (Homo …; Recombinant Scp1, phosphopeptide, malachite green phosphate absorbance; 340,000 tested, 0.88% active; AID 493091, 2011; inhibition, % at 20 µM;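 active = inhibition above about 50% at 20 µM, limit read from the data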;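 note: plate controls were DMSO wells with enzyme for no effect and wells lacking enzyme for full effect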
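Times: enzyme reaction 45 min at room temperature, colour 5 min, stabilisation 30 min. Material: SCP-1 catalytic fragment, aa 76-261. Medium: Acidic Tris acetate buffer with magnesium and detergent. Signal: colorimetric free-phosphate detection, absorbance 630 nm. Read-out basis: % inhibition of SCP-1 phosphate liberation. Reagent: Phosphorylated 17-residue peptide substrate.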
DNMT1 block: human DNMT1 methyltransferase inhibitors, primary screen, biochemical, molecular beacon, fluorescence, HinP1I cleavage, uHTS | inhibition (reported as % activation of signal), % at 10 µM | 360,000 tested, 0.83% active; in the data active = inhibition above about 50%
Target sequence (P26358 504-1616 limits assumed): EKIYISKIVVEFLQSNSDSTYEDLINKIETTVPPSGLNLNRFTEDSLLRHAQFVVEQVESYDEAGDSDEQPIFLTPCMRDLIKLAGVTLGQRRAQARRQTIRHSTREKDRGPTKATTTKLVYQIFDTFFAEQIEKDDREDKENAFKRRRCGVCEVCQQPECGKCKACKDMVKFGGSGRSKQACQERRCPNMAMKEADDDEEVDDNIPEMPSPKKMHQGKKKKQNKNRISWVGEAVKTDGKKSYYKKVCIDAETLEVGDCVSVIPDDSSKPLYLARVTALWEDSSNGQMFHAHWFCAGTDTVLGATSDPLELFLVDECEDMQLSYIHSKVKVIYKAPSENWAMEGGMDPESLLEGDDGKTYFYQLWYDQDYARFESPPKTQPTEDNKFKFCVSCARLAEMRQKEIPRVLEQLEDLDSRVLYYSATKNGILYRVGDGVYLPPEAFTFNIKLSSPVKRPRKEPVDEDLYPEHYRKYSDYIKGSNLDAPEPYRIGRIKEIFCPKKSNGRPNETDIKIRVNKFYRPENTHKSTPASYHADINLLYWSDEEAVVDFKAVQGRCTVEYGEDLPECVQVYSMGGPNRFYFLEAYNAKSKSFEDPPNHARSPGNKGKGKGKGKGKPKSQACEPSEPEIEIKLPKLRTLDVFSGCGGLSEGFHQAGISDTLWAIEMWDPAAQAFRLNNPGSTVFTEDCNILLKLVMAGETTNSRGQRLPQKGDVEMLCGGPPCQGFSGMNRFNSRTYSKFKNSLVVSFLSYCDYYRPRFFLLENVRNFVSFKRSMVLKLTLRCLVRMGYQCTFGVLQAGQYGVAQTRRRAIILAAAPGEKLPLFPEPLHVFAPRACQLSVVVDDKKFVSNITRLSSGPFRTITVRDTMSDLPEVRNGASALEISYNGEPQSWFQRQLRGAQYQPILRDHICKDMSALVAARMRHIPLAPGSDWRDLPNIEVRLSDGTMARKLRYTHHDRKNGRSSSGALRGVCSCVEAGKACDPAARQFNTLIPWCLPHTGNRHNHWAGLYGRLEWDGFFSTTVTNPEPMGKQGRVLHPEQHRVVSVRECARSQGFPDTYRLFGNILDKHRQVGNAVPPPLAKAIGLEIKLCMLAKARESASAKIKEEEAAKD
SUMO1 PPI mod: modulators of SUMO1 protein-protein interactions, primary screen, biochemical, uHTS; Small ubiquitin-related modifier 1 (Homo sapiens), P63165; SUMO1 binding to a labelled peptide, TR-FRET, 1 h; inhibition, % at 20 µM; 360,000 tested, 0.33% active; in the data active = inhibition above about 37%
TbMetRS inhib: T. brucei MetRS inhibitors, primary screen, biochemical, luminescence; methionyl-tRNA synthetase (Trypanosoma brucei brucei); purified T. brucei MetRS, ATP depletion, Kinase-Glo luminescence; inhibition, % at 11.9 µM; 360,000 tested, 0.4% active;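 active = inhibition above a per-plate cutoff of the control wells' mean inhibition plus 3 SD, cut at about 5.5% in these data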;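 note: 0% = DMSO wells median and 100% = median of wells with control inhibitor compound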
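Material: T. brucei methionyl-tRNA synthetase, purified; reagent: substrates ATP, L-methionine and bulk Escherichia coli tRNA; dosing: 11.9 µM single point; timing: 15 min plus 2 h at 25 °C; detection: luminescence of leftover ATP; evaluation: % inhibition; control set: DMSO-only wells as low control; replicates: singlicate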
LMPTP inh: LMPTP phosphatase inhibitors, primary screen, biochemical, fluorescence intensity, uHTS. recombinant LMPTP-A, OMFP fluorogenic substrate. 360,000 tested, 0.22% active. inhibition, % at 20 µM. Low molecular weight phosphotyrosine protein phosphatase (Homo sapiens), P24666. AID 651560, 2012;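 active = compounds that cut the enzyme signal by at least half of the control window in the single-dose screen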;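 note: plate controls were DMSO wells with enzyme plus substrate for no effect and substrate without enzyme for full effect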
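Test system: LMPTP-A phosphatase enzyme; input: 0.625 nM LMPTP-A final; reagent: OMFP substrate, 400 µM final; compound dosing: 20 µM single dose, 3% DMSO; incubation: 50 min dark incubation at room temperature; measured by: endpoint fluorescence intensity from OMFP dephosphorylation; measure: % inhibition relative to no-enzyme and uninhibited control wells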
CendR NRP1 mod: modulators of CendR peptide binding to NRP-1, primary screen, biochemical, fluorescence polarization, uHTS; inhibition, % at 25 µM; Neuropilin-1 (Homo sapiens), O14786; 360,000 tested, 0.85% active; AID 602438, 2012; FAM-RPARPAR peptide binding to NRP-1;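 active = inhibition or corrected inhibition above about 18%, plus a signal ratio from 0.5 to 1.5, limit read from the data, passing the limit was not always enough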; note: strong numbers were not always called active
STEP inh: STEP phosphatase inhibitors, primary screen, biochemical, fluorescence intensity, uHTS; Tyrosine-protein phosphatase non-receptor type 5 (Homo sapiens), P54829; recombinant STEP, OMFP fluorogenic substrate; inhibition, % at 20 µM; 360,000 tested, 0.25% active; AID 588621, 2011;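 active = inhibition at 20 µM, scaled per plate between control wells, above about 37%, limit read from the data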;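 note: 0% = DMSO with enzyme and substrate and 100% = substrate only without enzyme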
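Material: STEP (striatal-enriched tyrosine phosphatase) enzyme, cell-free; Compound dosing: 20 µM single dose in 1% DMSO; Technique: fluorescence read at 480 nm ex / 540 nm em; Times: reaction 20 min, ambient temperature; Medium: 50 mM Bis-Tris pH 6.0 with 2.5 mM DTT and 0.005% Tween 20; Also added: OMFP at 25 µM.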
MsrA inhibitor: bovine MsrA enzyme inhibitors, primary screen, biochemical, absorbance, HTS; 360,000 tested, 0.75% active; purified bovine MsrA, absorbance read-out; inhibition, % at 15.5 µM; in the data active = inhibition above about 4.5%;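 note: 0% = vehicle wells with enzyme and 100% = reference inhibitor wells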
E coli Lon inh: inhibitors of E. coli Lon protease, primary screen, biochemical, fluorescence polarization. purified E. coli Lon protease. AID 602123, 2011. inhibition, % at 7.94 µM. P0A9M0. 360,000 tested, 0.42% active; in the data active = inhibition above about 13%, passing the limit was not always enough;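 note: 0% = enzyme with probe and DMSO and 100% = no enzyme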
MsrA act: bovine MsrA enzyme activators, primary screen, biochemical, absorbance, HTS; Methionine sulfoxide reductase A (Bos taurus); purified bovine MsrA, absorbance read-out; activation, % at 10.6 µM; 360,000 tested, 0.3% active; AID 602163, 2012; in the data active = activation above about 7.5%;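 note: 0% = vehicle and 100% = reference activator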
* = called active by the depositor; / = no result given. No enrichment for hits; about 4.3% have a hit in one of these screens.

Values run as follows: Scp1 inh	DNMT1 block	SUMO1 PPI mod	TbMetRS inhib	LMPTP inh	CendR NRP1 mod	STEP inh	MsrA inhibitor	E coli Lon inh	MsrA act
[1] Cc1cc(C)c(NC(=O)C2CCCN2CCOC(=O)c2cccc([N+](=O)[O-])c2)c(C)c1 (stereo not drawn)
 : -2	-1	-29	-0.8	-0.4	-7	-1	1.9	5	-8
[2] Cc1nc2c3cc(Cl)ccc3n(CCN3CCOCC3)c2s1
 : -7	-1	7	0.1	-2.0	-3	4	-1.0	-5	-2
[3] Nc1cc(C(=O)O)c(N)c2c1C(=O)c1ccccc1C2=O
 : 82*	17	33	-1.2	7.5	57*	8	/	51*	-7
[4] Cc1ccc(S(=O)(=O)/C(C#N)=C/c2c(N3CCC(C(N)=O)CC3)nc3ccccn3c2=O)cc1
 : 5	1	-8	0.0	0.5	4	4	1.4	-3	-8
[5] CN(C)C(=O)c1ccc(NC(=O)c2cccc(S(=O)(=O)N3CCCc4ccccc43)c2)cc1
 : -9	-9	2	-0.3	0.8	-10	1	0.5	0	-1
[6] O=C(NNC1=NCCC1)C1CC1
 : -10	-1	0	-0.5	0.1	-2	-2	0.7	-2	-1
[7] CCCCn1c(NS(=O)(=O)c2ccccc2)c(S(=O)(=O)c2ccc(C)cc2)c2nc3ccccc3nc21
 : -11	80*	48*	16*	25	14	2	0.5	-15	1
[8] CCOc1ccc(NC(=O)CSc2nnc(C34CC5CC(CC(C5)C3)C4)n2C)cc1
 : -5	2	-1	-0.8	-2.2	0	-3	0.6	10	-11
[9] COc1ccc(C(=O)NCCc2c[nH]c3ccccc23)cc1S(=O)(=O)N1CCOCC1
 : -7	-7	2	-0.1	-0.8	9	-4	-0.7	6	-3
[10] COC(=O)c1ccc[n+](CC(=O)c2ccc(Br)cc2)c1
 : -3	1	-5	0.1	-2.3	-1	-1	-0.2	-10	0

Four compounds out of the list above, ordered by the number in SUMO1 PPI mod, lowest first:
Values run as follows: Scp1 inh	DNMT1 block	SUMO1 PPI mod	TbMetRS inhib	LMPTP inh	CendR NRP1 mod	STEP inh	MsrA inhibitor	E coli Lon inh	MsrA act
[1] Cc1cc(C)c(NC(=O)C2CCCN2CCOC(=O)c2cccc([N+](=O)[O-])c2)c(C)c1 (stereo not drawn)
 : -2	-1	-29	-0.8	-0.4	-7	-1	1.9	5	-8
[4] Cc1ccc(S(=O)(=O)/C(C#N)=C/c2c(N3CCC(C(N)=O)CC3)nc3ccccn3c2=O)cc1
 : 5	1	-8	0.0	0.5	4	4	1.4	-3	-8
[10] COC(=O)c1ccc[n+](CC(=O)c2ccc(Br)cc2)c1
 : -3	1	-5	0.1	-2.3	-1	-1	-0.2	-10	0
[8] CCOc1ccc(NC(=O)CSc2nnc(C34CC5CC(CC(C5)C3)C4)n2C)cc1
 : -5	2	-1	-0.8	-2.2	0	-3	0.6	10	-11

Continued.
Values run as follows: Scp1 inh	DNMT1 block	SUMO1 PPI mod	TbMetRS inhib	LMPTP inh	CendR NRP1 mod	STEP inh	MsrA inhibitor	E coli Lon inh	MsrA act
[11] O=C(NCc1c(Cl)cccc1Cl)c1[nH]c(C(F)(F)F)nc1-c1ccccc1
 : /	11	19	0.1	0.8	-6	-3	-0.7	-16	-2
[12] Cc1cn2c(N)c(/C=C3\C=Nc4ccccc43)c(=O)nc2s1
 : 0	-11	10	0.3	2.0	-8	-2	-1.1	-5	-2
[13] COc1ccc(CC(=O)NC2CCN(Cc3nnnn3C(C)(C)C)CC2)cc1OC
 : -2	5	1	-0.7	-2.3	-18	-2	-0.3	-1	1
[14] O=C(Nc1cc(Cl)cc(Cl)c1)c1cnn2cccnc12
 : 11	1	-4	0.0	3.7	-38	1	0.5	-4	2
[15] CC1(C)CC(=O)C(C(=O)Cc2ccccc2[N+](=O)[O-])C(=O)C1
 : -2	0	-1	0.4	-1.3	19	2	2.1	-4	-4
[16] O=C(N/N=C/c1ccccn1)c1ccccc1
 : -12	4	-3	0.1	-1.4	-7	0	0.8	9	-1
[17] Cc1cc2oc(=O)cc(CN3CCCC3)c2cc1Cl
 : /	-1	3	0.4	-0.2	-7	-1	1.8	-3	-4
[18] Cc1cc2nccc(-c3ccc(Cl)cc3Cl)n2n1
 : -7	1	-7	-0.2	-1.6	-2	2	-0.7	0	-2
[19] CCOC(=O)c1ccc(N2C(=O)c3n[nH]c(-c4ccco4)c3C2c2cccc([N+](=O)[O-])c2)cc1 (stereo not drawn)
 : -5	-39	-4	-0.3	3.8	-2	2	1.5	-1	-3
[20] CCOc1ccccc1OCc1nn2c(COc3ccccc3)nnc2s1
 : -2	1	-1	-1.7	1.1	-4	9	0.4	-7	-10
[21] Cc1nc2ccc(Cl)cn2c1[N+](=O)[O-]
 : /	2	-36	-0.3	-0.8	5	0	2.0	-8	-5
[22] COc1ccc(-c2nc(CS(=O)CC(=O)NC3CCCCC3)c(C)o2)cc1OC (stereo not drawn)
 : -1	-2	0	0.2	0.4	8	0	/	1	-1
[23] Cc1cc(-c2[nH]nc3c2C(c2ccsc2)C(C#N)=C(N)O3)c(C)s1 (stereo not drawn)
 : -10	-22	3	-2.1	-0.8	-1	-5	0.4	-2	-12
[24] COc1ccc(N(CC(=O)NCCC(C)C)C(=O)c2snc(C(=O)NC3CCCCC3)c2N)c(OC)c1
 : -8	-8	-3	-0.3	4.6	7	4	0.7	10	0

High-throughput results from PubChem BioAssay.
